Screening results (PubChem BioAssay)
TLR9-MyD88 inh: inhibitors of human TLR9-MyD88 binding; Q9NR96+Q99836; CHO BLA complementation TLR9-MyD88, CCF4 FRET ratio; inhibition, % at 4.98 µM; hit rate 0.21% among 340,000;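 active = inhibition above the mean over all tested compounds plus 3 SD, cut at about 21% in these data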;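 also: 0% = DMSO only wells and 100% = clavulanate BLA inhibitor control wells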
ABHD5-PLIN5 inh: inhibitors of human ABHD5-perilipin-5 interaction; Q00G26+Q8WTS1; Split G. princeps luciferase complementation, luminescence, 4 h; inhibition, % at 4 µM; hit rate 0.78% among 360,000;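 active = inhibition above the mean inhibition across every tested compound plus 3 SD, cut at about 22% in these data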;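 also: 0% = DMSO only wells and the 100% control is not disclosed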
HTR2A ag: activates the mouse 5-HT2A serotonin receptor. CHO-K1 mHTR2A beta-arrestin complementation, luminescence; percent of 30 µM serotonin response. activation, % at 7.6 µM. hit rate 0.66% among 360,000. P35363;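 active = activation above a run cutoff, the mean activation of all tested compounds plus 3 SD, cut at about 14% in these data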;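 also: 0% = plate median of compound wells and 100% = 30 µM serotonin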
Target sequence (P35363 whole entry, looked up): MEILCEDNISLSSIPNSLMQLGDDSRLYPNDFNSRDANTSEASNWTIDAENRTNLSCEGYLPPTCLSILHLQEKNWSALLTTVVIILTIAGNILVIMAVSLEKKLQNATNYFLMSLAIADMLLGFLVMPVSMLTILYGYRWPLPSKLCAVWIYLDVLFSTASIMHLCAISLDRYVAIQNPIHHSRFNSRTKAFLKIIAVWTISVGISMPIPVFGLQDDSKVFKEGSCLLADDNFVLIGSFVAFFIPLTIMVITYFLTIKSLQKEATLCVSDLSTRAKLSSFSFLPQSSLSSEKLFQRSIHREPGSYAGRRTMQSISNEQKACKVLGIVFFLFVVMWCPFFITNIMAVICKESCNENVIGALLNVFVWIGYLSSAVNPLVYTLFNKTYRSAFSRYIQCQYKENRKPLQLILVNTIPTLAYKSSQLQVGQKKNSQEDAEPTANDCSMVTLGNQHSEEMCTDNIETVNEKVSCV
SRC2 inh: human SRC2 (NCOA2) inhibition. hit rate 0.17% among 370,000. HEK293 GAL4-SRC2 luciferase reporter, luminescence. inhibition, % at 9 µM;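 active = inhibition above the mean inhibition of all tested compounds plus 3 SD, set per campaign, cut at about 52% in these data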;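 also: 0% = DMSO treated cells and 100% = cells given Gossypol at 36 µM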
H9c2 protect: modulators protecting cardiomyocytes from myocardial damage | H9c2 cardiomyocytes, H2O2 injury protection, ATPLite, 2 h | hit rate 0.63% among 360,000 | protection from H2O2 cell death, % at 20 µM | AID 588492;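 active = compounds giving at least 50% protection of heart cells from peroxide-induced death in the single-dose screen, raw or plate-pattern-corrected value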;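 also: 0% = DMSO wells with peroxide and 100% = DMSO wells without peroxide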
NOD2-RIPK2 inh: inhibitors of human NOD2-RIPK2 interaction | O43353 | CHO BLA complementation NOD2-RIPK2, CCF4 ratio | inhibition, % at 4.98 µM | hit rate 0.38% among 360,000 | AID 624267; in the data active = inhibition above about 21%;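 also: 0% = vehicle only and 100% = reference blocker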
MC4R ag barr: activates human MC4R beta-arrestin recruitment; P32245; AID 540308; activation, % at 8.9 µM; hit rate 0.98% among 360,000; U2OS MC4R beta-arrestin complementation, luminescence; percent of melanotan II response, DMSO zero;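 active = activation above a per-plate cutoff, the mean activation of sample wells on that plate plus 3 SD, cut at about 8% in these data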
Target sequence (P32245 whole entry, looked up): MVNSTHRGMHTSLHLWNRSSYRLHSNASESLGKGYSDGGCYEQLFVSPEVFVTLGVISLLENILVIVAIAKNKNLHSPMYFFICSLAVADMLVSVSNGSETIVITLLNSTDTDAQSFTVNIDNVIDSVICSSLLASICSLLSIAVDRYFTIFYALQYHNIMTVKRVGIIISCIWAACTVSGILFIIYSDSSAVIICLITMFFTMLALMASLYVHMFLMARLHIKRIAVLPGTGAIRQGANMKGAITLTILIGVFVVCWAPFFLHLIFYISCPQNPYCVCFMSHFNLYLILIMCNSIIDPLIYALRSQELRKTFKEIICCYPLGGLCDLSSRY
MC4R antag cAMP: antagonists of human melanocortin 4 receptor (MC4R). MC4R-expressing cells, MTII-stimulated cAMP, LANCE TR-FRET. inhibition, % at 6.5 µM. hit rate 0.48% among 360,000;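 active = inhibition above its plate's cutoff, the mean of tested wells on that plate plus 3 SD, cut at about 29% in these data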;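 also: 0% = Melanotan II alone and 100% = Melanotan II plus saturating MCL0020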
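Test system: U2OS cells stably expressing human melanocortin 4 receptor (MC4R); also added: Melanotan II challenge; compound: 6.5 µM single dose; timing: 30-min compound preincubation, 1-h Melanotan II challenge, 1-h detection, room temperature; signal: Eu-cAMP/anti-cAMP TR-FRET, emission 671 nm; repeats: one well per compound, no replicates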
Glyco luc inh: blocks N-linked glycosylation in D54 reporter cells; D54 ERlucT glycosylation luciferase reporter, 24 h; percent of 100 nM tunicamycin response; reporter increase, % at 12.5 µM; hit rate 0.23% among 360,000; AID 588692;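 active = mean luciferase reporter signal, scaled so untreated is 0 and the glycosylation-blocking control 100, at or above a set limit in every replicate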;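 also: luciferase carries N-glycosylation sites so blocking glycosylation raises the light; 0% = median of neutral control wells and 100% = median of 100 nM tunicamycin wells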
ABCB6 inh 2: human ABCB6 transporter inhibition; Q9NP58; K562-ABCB6 porphyrin accumulation, flow cytometry, 1 h; active compounds read low; fluorescence ratio to DMSO, % at 10 µM; hit rate 0.19% among 360,000; AID 602162;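 active = fluorescence ratio to DMSO below 75%, the collection mean minus 3 SD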;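 also: signal is porphyrin accumulated inside mitochondria; 100% equals median channel fluorescence of DMSO control wells; lower ratio means ABCB6 inhibition with less porphyrin fluorescence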
An asterisk follows results filed as active; . = not tested or not shown.

smiles	H9c2 protect	SRC2 inh	ABCB6 inh 2	Glyco luc inh	NOD2-RIPK2 inh	TLR9-MyD88 inh	MC4R antag cAMP	HTR2A ag	ABHD5-PLIN5 inh	MC4R ag barr
COc1ccc(Cl)cc1C(=O)CSc1nnnn1C1CCCCC1	-3	7	95	-4	-5	-4	-6	4	-5	2.1
O=C(Nc1nc([C@@H]2O[C@H](CO)[C@@H](O)[C@H](O)[C@H]2O)cs1)NC(c1ccccc1)c1ccccc1	3	2	100	4	7	.	15	-3	3	1.5
O=C(NC1CCOCC1)C1CCC(=O)N(Cc2cccc(C(F)(F)F)c2)C1 (configuration not stated)	-2	-19	94	0	-5	-2	1	-2	-6	-1.1
Cc1ccc(S(=O)(=O)N(C)C)cc1NC(=O)c1cccs1	4	18	100	4	3	.	3	5	3	2.3
COC(=O)[C@H]1CCCN1C(=O)Nc1cccc(Oc2c(F)c(F)c(F)c(F)c2F)c1	4	-17	90	-2	2	-5	2	-4	-1	-2.3
O=C1C=C(c2ccc(Br)c3ccccc23)C[C@@H](c2ccc3c(c2)OCO3)C1	3	-26	104	-4	-13	3	2	3	1	-1.6
CCN(CC)CCNC(=O)c1cn(CC)c2cc(N3CCN(C)CC3)c(F)cc2c1=O	1	-15	88	-3	10	2	4	-4	-6	-0.1
O=C(C1=C(O)C(=O)N(Cc2ccccc2)C1c1cccnc1)c1ccco1 (configuration not stated)	0	-28	96	3	2	8	11	-2	6	-3.1
Cc1ccc(S(=O)(=O)N2[C@@H](c3ccc4c(c3)OCO4)C(C(=O)O)=C[C@H]2C(C)(C)C)cc1	3	36	103	0	-11	-1	-2	-1	2	-2.5
CC(=O)c1cccc(NC(=O)CN2C(=S)NC(C)(C)CC2C)c1 (configuration not stated)	0	-30	95	1	-20	1	8	-5	0	-1.5
C=C(Br)Cn1cnc2ccccc21	-5	-3	95	1	-6	5	-1	-1	0	-0.8
COc1ccc(OC)c(S(=O)(=O)N(C(C)=O)c2ccc3oc(=O)sc3c2)c1	4	-16	101	2	4	3	19	3	0	-1.1
O=C(Nc1ccncc1)c1ccc(Cl)c(S(=O)(=O)N2CCCC2)c1	-15	-5	90	0	1	5	11	3	1	-0.8
Cc1cccc(C(=O)O)c1O	4	6	102	3	-6	.	-3	-4	4	0.8
CC(=O)Nc1ccc(S(=O)(=O)N2CCN(c3ccccn3)CC2)cc1	-6	6	101	0	-2	-4	-3	2	2	-3.3
COc1cccc(CNC(=O)CSc2nc3c(oc4ccccc43)c(=O)n2CC2CCCO2)c1 (configuration not stated)	7	-22	95	1	-9	-3	5	9	6	-0.1
CC(C)C(=O)Nc1ccc(-c2nnc(-c3ccccc3)o2)cc1	8	-41	94	-15	2	2	0	8	8	-0.4
Cc1ccc(S(=O)(=O)N(C)CC(=O)NCc2ccncc2)cc1	-1	-18	98	1	-4	3	0	-1	7	0.1
Cc1occc1-c1nnc(SCC(=O)c2cc3ccccc3oc2=O)o1	-5	-7	116	0	-17	4	-4	-1	-1	-1.8
CC(Oc1ccc(Br)cc1)C(=O)N(Cc1ccccc1)c1c(N)n(Cc2ccccc2)c(=O)[nH]c1=O (configuration not stated)	15	-19	94	0	-6	-3	15	2	-11	-0.5
Cc1ccc(OC(C)C(=O)Nc2ccc(S(=O)(=O)N3CCOCC3)cc2)cc1 (configuration not stated)	-11	6	106	-1	-8	-11	-3	-4	6	-1.1
COc1cc(CC(NC(C)=O)C(=O)NC2CCN(C(=O)c3cc(OC)c(OC)c(OC)c3)CC2)cc(OC)c1 (configuration not stated)	6	-2	93	1	-2	-2	-2	4	2	-2.8
Cc1cc(SCC(=O)N2CCN(C(=O)c3ccco3)CC2)c(C)cc1Br	1	13	100	-2	7	2	7	4	-1	0.9
Cc1cc(-c2ccc(C)c(S(=O)(=O)NCCCN(Cc3ccccc3)C(C)C)c2)on1	-5	1	97	0	-2	7	0	-2	2	-1.9
Cc1cc(N2CCCCC2)nc2c(C)cccc12	-15	2	98	0	-2	-3	12	0	-2	-3.2
Cc1cc(NC(=O)CCC(=O)N(CC(=O)NCC2CCCO2)c2ccc3c(c2)OCCO3)no1 (configuration not stated)	4	0	98	-1	-7	0	1	5	-2	-0.2
O=[N+]([O-])c1ccc(S(=O)(=O)NNC(=S)NCCc2ccccc2)cc1	4	7	98	3	-8	1	8	13	2	-3.3
CC(C)n1nnnc1C1c2ccccc2C(=O)N1CCc1ccccc1F (configuration not stated)	.	-100	94	.	-11	.	.	3	-2	.
COc1ccc(-c2noc(N3CCC(C(=O)Nc4cc(OC)ccc4OC)CC3)n2)cc1	-5	20	98	0	4	6	2	2	-1	2.0
COc1ccccc1C(=O)NC(=O)COC(=O)Cc1ccccc1[N+](=O)[O-]	5	-16	98	-1	-5	6	14	-2	10	-3.5
O=C1NCCCCC1NS(=O)(=O)c1ccc(F)c(F)c1 (configuration not stated)	7	13	95	2	-3	-12	1	0	-3	-1.3
O=C(COc1ccc(Cl)cc1)N1CCCC1	8	-40	97	3	-14	-22	2	3	1	-0.3
O=C(N/N=C\c1cn(-c2ccccc2)nc1-c1ccccc1)c1ccc(Br)o1	-24	-26	89	22	4	-4	5	0	-5	0.0
O=C(Cc1cccs1)OCC(=O)c1ccco1	8	-40	99	4	-2	-10	13	0	5	-0.9
Cc1cc(OCC(=O)NNC(=S)NCC2CCCO2)cc(C)c1Cl (configuration not stated)	1	-43	96	3	-3	-5	6	3	-6	-4.2
O=C(CCC(=O)CCN1CCCCC1)CCN1CCCCC1	-17	10	98	-1	-1	1	-3	-1	3	2.8
COc1ccc(S(=O)(=O)N(C)CC(=O)Nc2ccc3c(c2)OCO3)cc1	2	-28	99	0	0	-10	10	4	-5	2.4
CSCCCNC(=O)c1ccc(OC2CCN(CCc3ccccc3)CC2)cc1	5	12	94	-7	-4	4	10	-9	5	-1.1
COc1ccc(-c2nn(CCC#N)cc2C(=O)Nc2cccc(C(=O)O)c2)cc1[N+](=O)[O-]	-2	-6	91	0	-4	-4	-5	7	-15	1.0
Cc1cccc(NC(=O)CN2CCN(C(=O)CN3C(=O)NC4(CC(C)CC(C)(C)C4)C3=O)CC2)c1C (configuration not stated)	-2	-13	99	0	-2	0	9	-3	-6	-1.1
CCOC(=O)Cc1csc(NC(=S)NC(=O)c2ccc([N+](=O)[O-])cc2)n1	-14	0	102	1	6	-3	-1	0	-1	-1.3
CNC(=O)c1ccc(Oc2ccc(C(=O)NC)cc2)cc1	0	.	104	0	-9	0	3	2	-1	-3.6
CNC(=S)NCc1ccc(OC)cc1	4	6	97	2	3	-4	5	-1	-5	-2.6
CC(c1ccccc1)N1CC(C(=O)N2CCN(c3ccccc3)CC2)CC1=O (configuration not stated)	13	21	94	0	5	1	4	1	1	0.5
CCN(CC)C(=O)CN1CCN(c2ncccn2)CC1	1	-2	104	3	3	0	11	-1	8	-0.5
Clc1ccc(CNCC2CCCO2)cc1 (configuration not stated)	-1	-7	104	-1	-3	-1	15	2	3	-0.2
COc1ccccc1C(C)NCC(=O)NC(=O)NCc1ccco1 (configuration not stated)	-6	6	103	0	-5	-11	10	-4	-8	0.2
COc1cccc(C(=O)N[C@@H](CCSC)c2nc3ccccc3[nH]2)c1	17	-5	99	1	7	0	1	-5	-1	-3.5
O=C(COC(=O)c1cccc(F)c1)NC(=O)NC1CCCC1	1	1	99	0	-10	11	6	8	4	1.6
COc1cc(N2CCCC2)c(OC)cc1/C=C1/NC(=S)NC1=O	5	1	482	-1	1	4	8	-9	-5	0.4
COCCCNC(=O)/C(C#N)=C/c1c(N2CCN(c3ccccc3)CC2)nc2c(C)cccn2c1=O	33	6	101	-2	5	-14	6	2	-4	-1.0
COc1ncnc2c1ncn2CCCNCc1ccc(C)o1	-2	-29	99	1	1	7	2	1	-1	-2.2
O=C(COC(=O)c1cccc(S(=O)(=O)N2CCOCC2)c1)Nc1nc(-c2ccccc2Cl)cs1	-10	-20	89	1	-3	4	10	-5	1	-0.5
O=C(NCCc1ccc2c(c1)OCCO2)c1cc2ccccc2o1	-8	7	97	0	3	-5	7	-1	0	-1.1
Cc1ccccc1NC(=O)C1CCCN(S(=O)(=O)c2ccc3c(c2)C(C)(C)C(=O)N3C)C1 (configuration not stated)	-7	11	107	0	-16	-3	0	12	3	-0.3
CC(=O)Nc1ccc(S(=O)(=O)NCCC(=O)Nc2cccc(Cl)c2)cc1	5	-11	105	2	9	-5	12	-4	2	-1.5
C=CC(=O)Nc1cccc(N(C)c2ccnc(Nc3ccc(N4CCN(C)CC4)cc3)n2)c1	-18	.	103	-11	-12	1	-1	-2	-8	-1.1
CC(NCc1ccc(S(N)(=O)=O)cc1)C(=O)Nc1cccc(Cl)c1 (configuration not stated)	3	-6	95	0	-8	-1	5	2	1	4.4

Some of the compounds tested; count on the stated rates, not on these rows.
